# Screening results as filed in PubChem BioAssay.
# AT treatment: candidate therapy for ataxia-telangiectasia; 320,000 compounds, 0.19% hits; […] A-T fibroblasts, KAP-1 phosphorylation AlphaLISA; neocarzinostatin DNA damage 30 min before lysis; Potency, µM (series often up to 57.5 µM), for inactives: top-dose activation, most hits filed as activators; AID 485349; also: potency is read from the fitted curve at half-maximal effect; % of control where 0% means no effect; nearly all actives have a fitted effect of over 45% in size
#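 ATM-like activity read as KAP-1 phosphorylation via AlphaLISA donor/acceptor antibody pairs after lysis and 6 hr at 25C. Cells were ATM-null patient fibroblasts ([…], hTERT), dosed 60 min, then exposed to the DSB inducer NCS for 30 min.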
# MLL CXXC-DNA inh: MLL CXXC-DNA interaction inhibition. Q03164. MLL-CXXC / FITC-HOXA9 DNA fluorescence polarization. Potency, µM (doses to about 115 µM), for inactives: at the top dose activity change, negative = inhibition, usual class: inhibitors. 290,000 compounds, 0.037% hits; active = well fitted inhibition curve with a large enough effect in the polarisation, with a control signal flat, not every such curve was filed as active; inconclusive = small, poorly fitted or top-dose-only effect, or effect the other way, or a change in a side signal; inactive = no such curve, though single readings can be large or run the other way; the % refers to the polarisation; also: potency is read from the fitted curve at half-maximal effect
#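 Purified MLL-CXXC (added from a 7 uM solution) was preincubated 5 min at ambient with pinned compounds in 50 mM Tris-HCl pH 7.5, 50 mM NaCl, 1 mM DTT, 0.05% BSA. Fluorescein-labeled HOX-A9 DNA (50 nM solution) followed, 30 min, then polarization read.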
# Giardia kill: kills Giardia lamblia; activity change, % at 7.66 µM, hits read low; 340,000 compounds, 0.15% hits; Giardia lamblia trophozoite viability; AID 540267; in the data active = activity change below about -80%; inconclusive = between about -30% and that limit;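 also: parasites exposed to compound for two days anaerobically before the ATP read; % is scaled to controls: 0 for no effect and ±100 for the full control effect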
#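 Trophozoite viability was measured as ATP-dependent luminescence, read 15-30 min after reagent addition. Before that, parasites at 100 cells/well were exposed to compounds for 48 h, anaerobically, at 37 deg C.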
# Tb PFK block: inhibitors of T. brucei phosphofructokinase; O15648; T. brucei PFK, ADP-Glo luminescence; Potency, µM (top dose mostly 57.5 µM), without a hit: at the highest dose activity, negative = inhibition, usual class: inhibitors; 330,000 compounds, 0.17% hits; AID 485367;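 also: potency is read from the fitted curve at half-maximal effect; 0% = uninhibited 1x PFK enzyme wells and -100% = no-enzyme wells; nearly all actives have a fitted effect of over 60% in size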
# Target sequence (O15648 whole entry, looked up): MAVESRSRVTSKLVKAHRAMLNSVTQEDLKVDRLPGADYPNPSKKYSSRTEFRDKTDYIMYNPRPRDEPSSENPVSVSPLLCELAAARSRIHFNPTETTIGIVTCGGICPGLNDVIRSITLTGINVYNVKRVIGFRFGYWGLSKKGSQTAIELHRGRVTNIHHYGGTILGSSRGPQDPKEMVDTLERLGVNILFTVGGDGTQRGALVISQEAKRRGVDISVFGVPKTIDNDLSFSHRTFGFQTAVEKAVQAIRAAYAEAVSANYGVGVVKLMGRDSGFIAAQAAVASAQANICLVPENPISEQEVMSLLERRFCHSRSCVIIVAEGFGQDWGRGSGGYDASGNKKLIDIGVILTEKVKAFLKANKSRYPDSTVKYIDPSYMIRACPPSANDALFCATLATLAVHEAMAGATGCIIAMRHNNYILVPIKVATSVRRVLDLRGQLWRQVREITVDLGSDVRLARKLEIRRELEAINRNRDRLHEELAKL
#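 PFK 1.25 nM, F6P 0.5 mM, ATP 0.1 mM, 0.1 M TEA pH 8.0, 5 mM MgCl2, 0.01% Tween20, 0.1% BSA; 45 min RT. ADP-Glo readout. qHTS titration up to 57 uM; curves fitted, compounds curve-classed.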
# Coupling enz: coupling enzyme interference in Giardia aldolase counter-screen | activity change, negative = inhibition, % at 58.2 µM, hits read low | AID 2472 | 290,000 compounds, 0.67% hits | coupling enzyme system counterscreen, AmpLite Red fluorescence; in the data active = activity change below about -30%; also: % is scaled to controls: 0 for no effect and ±100 for the full control effect
#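 Final compound at 57.5 uM, incubated 10 min at RT with coupling enzyme reagent (glyceraldehyde-3-phosphate), then 20 min with substrate and AmpLite Red detection. Fluorescence read at 525/598 nm; tests interference with the coupling assay, not aldolase inhibition.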
# BCR signal inh: chronic active BCR signaling inhibition; ABC-DLBCL IkBa-CBG/CBR reporter, luminescence ratio, 4 h; Potency, µM (titrated, usually from 46.1 µM), inactives show top-dose ratio change, negative = lower green/red ratio, usual class: inhibitors; 340,000 compounds, 0.05% hits; AID 493014; active = well fitted inhibition curve with a large enough effect in the signal ratio, with a control signal flat, not every such curve was filed as active; inconclusive = small, poorly fitted or top-dose-only effect, or effect the other way, or a change in a side signal; the % refers to the signal ratio;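 also: potency is read from the fitted curve at half-maximal effect; plate controls were basal doxycycline-induced cells for no effect and cells given 10 µM MG132 for full effect; MG132 reads +100%, hits lower the ratio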
#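 Doxycycline induced both beetle luciferases in TMD8 lymphoma cells; IKK-driven degradation limits the IkappaBalpha-fused green signal, while red luminescence normalises for cell number and nonspecific effects. Compounds tested up to 46 uM, 4 hrs.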
# GALK inhibitor: inhibitors of human galactokinase; Purified GALK, Kinase-Glo residual ATP luminescence; 270,000 compounds, 0.007% hits; Potency, µM (highest dose often 57.5 µM), for the others: at the highest dose activity change, negative = inhibition, actives largely listed as inhibitors; also: potency is read from the fitted curve at half-maximal effect; % is scaled to controls: 0 for no effect and ±100 for the full control effect
# Target sequence (P51570 whole entry, looked up): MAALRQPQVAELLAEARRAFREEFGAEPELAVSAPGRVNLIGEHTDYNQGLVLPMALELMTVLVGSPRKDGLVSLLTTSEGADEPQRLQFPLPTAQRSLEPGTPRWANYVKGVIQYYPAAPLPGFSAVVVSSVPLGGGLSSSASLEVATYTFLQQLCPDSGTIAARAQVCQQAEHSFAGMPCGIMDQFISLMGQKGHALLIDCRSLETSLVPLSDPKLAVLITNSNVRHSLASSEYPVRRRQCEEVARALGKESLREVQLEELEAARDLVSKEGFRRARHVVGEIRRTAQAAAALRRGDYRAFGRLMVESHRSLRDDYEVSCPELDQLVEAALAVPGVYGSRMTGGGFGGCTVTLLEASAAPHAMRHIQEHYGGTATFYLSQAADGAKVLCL
#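 5 nM enzyme, 35 uM ATP, 100 uM galactose, 20 mM HEPES pH8.0, 5 mM MgCl2; 1 h RT; residual ATP by Kinase-Glo Plus luminescence, qHTS format.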
# KCNH2 WT inh: blocks the wildtype human KCNH2 potassium channel | Q12809 | U2OS, BacMam KCNH2, thallium flux FluxOr; active compounds read low | activity change, % at 1.84 µM | 340,000 compounds, 0.37% hits | AID 720551;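 active = maximum activity change below -70%; inconclusive = maximum activity change between -70% and -50%; inactive = maximum activity change above -50%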; also: % is scaled to controls: 0 for no effect and ±100 for the full control effect
#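 U2OS cells were transduced with wild-type KCNH2 virus (2.03 x 10^8 / mL) for 4 h at room temperature, then cultured overnight at 37 C. Thallium flux was read with FluxOr dye. Rate constants were normalized to DMSO controls.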
# TSHR antagonist: blocks TSH signaling through the human TSH receptor; P16473; TSHR-expressing cells, TSH-stimulated cAMP HTRF, 2 h; active compounds read low; activity change, negative = inhibition, % at 11.5 µM; 330,000 compounds, 0.2% hits;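 active = activity change below a set negative limit, meaning inhibition stronger than a set level, cut at about -70% in these data; inconclusive = activity change between two set negative limits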; also: % is scaled to controls: 0 for no effect and ±100 for the full control effect
#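 Competitive HTRF cAMP read-out (cryptate anti-cAMP antibody, cAMP-d2; 30 min, room temperature) in freshly harvested TSHR cells. Compounds added before TSH at EC80 (4nM final), followed by 2 hours' incubation at 37 deg C.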
# TCR act: T cell receptor activation | primary human leukocytes, anti-CD3, IL-2 HTRF, 48 h | Potency, µM (top dose mostly 9.22 µM), for inactives: at the highest dose activation of IL-2 secretion, hits mostly activators | 330,000 tested, under 10 active | AID 504894; also: % of control where 0% means no effect
#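 Primary human leukocytes incubated 48 hr with anti-CD3 beads plus compound, without co-stimulation. Secreted IL-2 measured by HTRF (europium cryptate/d2 anti-IL-2 pair, 320 nm excitation, 665 nm emission).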
# The depositor's hits bear a star; ? = inconclusive; . = not tested or not shown; [ ] = another dose, or the depositor's remark. Unless noted, calls follow the shape of the dose curve; as a rule, active = well fitted curve in the direction sought with a large enough effect; inconclusive = small, poorly fitted or top-dose-only effect, or another doubt; inactive = no such curve, though single readings can be large; an effect the other way counts as inactive or inconclusive. Compounds as they come. Share with any hit: about 1.6%.
# Values in the order: TSHR antagonist	TCR act	Tb PFK block	KCNH2 WT inh	BCR signal inh	AT treatment	GALK inhibitor	Giardia kill	Coupling enz	MLL CXXC-DNA inh
O=Cc1c(NCc2ccco2)nc2ccccn2c1=O
    -1	-6%	-7%	-8	1%	5%	2%	-7	2	2%
O=C(CCCOc1ccc(Cl)cc1Cl)NNC(=O)C1CCC1
    -7	8%	0%	1	3%	-5%	1%	2	0	2%
COc1cc(C(=O)Nc2ccc(S(=O)(=O)Nc3cc(C)on3)cc2)cc(OC)c1OC
    1	0%	0%	1	0%	-5%	1%	-11	3	8%
Cc1c(Cl)cccc1NC(=S)N(Cc1ccccc1)Cc1cccnc1
    1	-4%	-5%	-3	-2%	0%	8%	-25	0	5%
O=C(Nc1cc(S(=O)(=O)N2CCOCC2)ccc1Cl)c1cc2ccccc2o1
    -19	-2%	-1%	23	?	5%	.	?	.	.
Cc1cccc2c(N=O)c(O)[nH]c12
    6	-3%	5%	-16	-14%	3.2µM*	0%	5	1	37%[activator]
COc1ccc(S(=O)(=O)N2CCCCCC2)cc1C(=O)OCC(=O)NC(C)(C)C
    3	-6%	-6%	-5	-17%	-3%	7%	13	-1	?
O=C(c1cc(-c2ccc(Cl)cc2)n(-c2ccc(Cl)c(Cl)c2)n1)N1CCOCC1
    3	1%	0%	-6	?	1%	0%	9	-6	10%
CCOc1cc(OCC)cc(C(=O)O)c1
    -2	6%	-1%	3	8%	-2%	-2%	0	-5	3%
COC(=O)c1ccccc1NC(=O)CSc1n[nH]c(-c2cccnc2)n1
    -16	6%	3%	5	-3%	6%[11.5 µM]	-1%	-3	2	4%
CCOC(=O)c1c(C)nc(C)c(C(=O)OCC)c1-c1cccnc1
    -11	3%	8%	0	-5%	2%	8%	-4	4	-11%
O=C(N/N=C/c1cc(Br)ccc1O)c1ccccc1Cl
    1	2%[46.1 µM]	3%	2	?	-3%	.	-5	1	10%
Nc1ccccc1SCc1cc([N+](=O)[O-])cc2c1OCOC2
    11	-2%	-3%	-27	0%	1%	1%	9	-12	7%
Nc1nnc(SCC(=O)NC2CCCCCC2)s1
    1	-7%	0%	3	3%	6%	.	-2	.	.
CC1CCCC(C)N1C(=O)COC(=O)CNC(=O)c1ccccc1F (stereo not given)
    -12	12%	0%	0	-1%	-3%	.	-28	.	.
Cc1sc2nc[nH]c(=O)c2c1-c1ccc(F)cc1
    11	.	-5%	5	0%	1%	0%	-8	0	-1%
CC(/C=C1\SC(=S)N(NC(=O)c2ccc(C)cc2)C1=O)=C\c1ccccc1
    -1	.	4%	1	0%	-4%	-2%	10	-1	8%
Cc1[nH]n(-c2ccccc2)c(=O)c1C=NCC1CCCO1 (stereo not given)
    -7	-1%	3%	1	5%	-2%	0%	-8	1	-5%
COc1ccc(C2CC(=O)c3cc(OC)c(OC)cc32)cc1OC (stereo not given)
    19	3%	4%	4	?	-12%	.	-5	4	-8%
O=C(OC(c1ccccc1)c1nccc2ccccc12)c1cc([N+](=O)[O-])cc([N+](=O)[O-])c1 (stereo not given)
    -8	4%[46.1 µM]	6%	2	?	-2%	2%	-15	-1	-9%
O=C(CN1CCc2ccccc2C1)Nc1ccc(OC(F)(F)F)cc1
    -1	-7%	-4%	8	?	37%	-3%	-2	-1	-27%
O=C(CCNc1cc(Cl)cc(Cl)c1)c1ccco1
    -14	-4%	?	1	0%	2%	2%	-7	0	98%[activator]
O=C(Cc1ccccc1F)Nc1ccc(S(=O)(=O)N2CCCC2)cc1
    32	-3%	0%	5	-8%	-8%	.	?	.	.
COc1ccc(C(=O)Nc2nc(-c3cccs3)c(NC(C)=O)s2)cc1
    -10	0%[46.1 µM]	-4%	-27	15%	-1%	-3%	-2	1	-6%
CCOC(=O)C1(Cc2ccc(OC)cc2)CCN(C(=O)c2cccc3nccnc23)CC1
    5	-39%	-6%	2	0%	-9%	3%	23	4	2%
CCOC(=O)C1(Cc2ccccc2C)CCCN(C(=O)c2ccc(OC)o2)C1 (stereo not given)
    -2	-2%	-1%	-14	10%	16%	3%	-21	-1	-1%
COC(=O)CN1C(=O)N(c2ccccc2)C(N(O)C(=O)Nc2ccccc2)C1(C)C (stereo not given)
    -3	6%	2%	-1	?	-5%	5%	0	1	8%
CCOC(=O)c1ccccc1NC(=O)c1cn(-c2ccc(OC)cc2)c(=O)c2ccccc12
    1	0%[46.1 µM]	-7%	-6	?	7%	2%	-7	-8	-3%
Cc1c(C(=O)O)sc(S(=O)(=O)N2CCN(C(=O)Cc3ccc(F)cc3)CC2)c1C(=O)O
    9	-9%	-9%	2	3%	-5%	.	-19	.	.
COc1ccccc1NC(=O)CSc1nncn1N
    -2	.	2%	1	5%	-3%	-4%	6	1	-3%
COC(=O)C(=Cc1ccc(-c2ccsc2C(=O)OC)o1)C(=O)OC
    -8	0%	0%	2	?	8%	-5%	15	-2	4%
NN/C(=C\[N+](=O)[O-])Nc1ccccc1
    -4	-1%	-5%	-8	?	2%	11%	-12	3	6%
O=C(NCc1ccccc1Br)C1CCCO1 (stereo not given)
    -2	4%	0%	-6	6%	8%	3%	-9	0	-10%
CN(C)c1nc(SCC(=O)Nc2ccccc2)nc(N2CCOCC2)n1
    28	1%	-2%	12	-7%	8%	9%	-5	2	-3%
Cc1ccc(C(=O)OCC(=O)Nc2ccccc2)cc1NC(=O)c1ccco1
    0	-3%	-2%	-10	-10%	6%	5%	31[activator]	-1	1%
COc1cc2sc(C)nc2c2sccc12
    -8	-1%	1%	1	0%	9%	6%	-12	0	4%
CCN(CC(=O)NCc1ccc(F)cc1)C(=O)COc1ccc(C)c(C)c1
    5	-1%[46.1 µM]	4%	-4	?	-7%	1%	-9	4	4%
COc1nnc(-c2ccc(C)c(S(=O)(=O)NC(C)(C)CO)c2)c2ccccc12
    3	4%	-1%	8	-13%	-3%	5%	2	4	4%
O=C1N/C(=N\c2ccccn2)SC1Cc1ccc(Cl)cc1 (stereo not given)
    -7	1%	1%	0	?	6%	-3%	12	2	-1%
Cn1c(-n2cccc2)c(-c2c(-c3ccccc3)[nH]c3c2c(=O)[nH]c(=O)n3C)c(=O)[nH]c1=O
    -6	.	?	.	-2%	-3%	.	.	.	.
O=C(N/N=C/c1c[nH]c2ccccc12)c1cccc(O)c1
    -4	1%	-1%	-15	?	-2%	-1%	-9	1	9%
CSc1sc(C(=O)NC(=O)NCc2ccncc2)c(C)c1-c1ccon1
    -10	-6%	0%	5	?	3%	.	3	6	13%

# Exported with bars between the fields: part of the list above.
SMILES | TSHR antagonist | TCR act | Tb PFK block | KCNH2 WT inh | BCR signal inh | AT treatment | GALK inhibitor | Giardia kill | Coupling enz | MLL CXXC-DNA inh
Cc1ccc(C(=O)OCC(=O)Nc2ccccc2)cc1NC(=O)c1ccco1 | 0 | -3% | -2% | -10 | -10% | 6% | 5% | 31[activator] | -1 | 1%
COc1cc2sc(C)nc2c2sccc12 | -8 | -1% | 1% | 1 | 0% | 9% | 6% | -12 | 0 | 4%
CCN(CC(=O)NCc1ccc(F)cc1)C(=O)COc1ccc(C)c(C)c1 | 5 | -1%[46.1 µM] | 4% | -4 | ? | -7% | 1% | -9 | 4 | 4%
COc1nnc(-c2ccc(C)c(S(=O)(=O)NC(C)(C)CO)c2)c2ccccc12 | 3 | 4% | -1% | 8 | -13% | -3% | 5% | 2 | 4 | 4%
O=C1N/C(=N\c2ccccn2)SC1Cc1ccc(Cl)cc1 (stereo not given) | -7 | 1% | 1% | 0 | ? | 6% | -3% | 12 | 2 | -1%
Cn1c(-n2cccc2)c(-c2c(-c3ccccc3)[nH]c3c2c(=O)[nH]c(=O)n3C)c(=O)[nH]c1=O | -6 | . | ? | . | -2% | -3% | . | . | . | .
O=C(N/N=C/c1c[nH]c2ccccc12)c1cccc(O)c1 | -4 | 1% | -1% | -15 | ? | -2% | -1% | -9 | 1 | 9%
CSc1sc(C(=O)NC(=O)NCc2ccncc2)c(C)c1-c1ccon1 | -10 | -6% | 0% | 5 | ? | 3% | . | 3 | 6 | 13%
